CCHFV vOTU inh = CCHFV vOTU protease inhibitors, primary screen, biochemical, Pep-AMC substrate, fluorescence | AID 651958, 2012 | Crimean-Congo hemorrhagic fever virus L polyprotein viral ovarian tumor (vOTU) protease … | 370,000 tested, 0.55% active | inhibition, % at 11.5 µM; in the data active means inhibition above about 30%; further: 0% = vehicle wells with enzyme and 100% = no enzyme wells
SARS 3CLpro inh = SARS-CoV 3CLpro protease inhibitors, primary screen, biochemical, quenched FRET | 290,000 tested, 0.14% active | inhibition, % at 6 µM | recombinant SARS-CoV 3CLpro, quenched FRET peptide cleavage | Replicase polyprotein 1ab (Severe acute respiratory syndrome coronavirus), P0C6X7; in the data active means inhibition above about 12%
PrPC surface inh = inhibitors of human cell surface prion protein PrPC, primary screen, cell-based, TR-FRET. Major prion protein (Homo sapiens), P04156. TR-FRET read-out. inhibition, % at 13.8 µM. 370,000 tested, 0.43% active; in the data active means inhibition above about 24%; further: 0% = median of the test wells and 100% = reference compound wells
Anthrax LF prot = Bacillus anthracis LF protease inhibitors, primary screen, biochemical, multiplex microsphere, MLPCN library. Lethal factor (Bacillus anthracis), P15917. multiplex microsphere protease cleavage assay. 360,000 tested, 0.12% active. inhibition, % at 10 µM; further: plate controls were buffer without enzyme for full effect and enzyme alone for no effect
MazEF act = activators of E. coli MazEF toxin-antitoxin RNase, primary screen, biochemical, fluorescence, uHTS; Endoribonuclease toxin MazF (Escherichia coli (strain K12)), P0AE70; FAM/BHQ RNA-DNA oligo cleavage fluorescence, 5 h; activation, % at 20 µM; 350,000 tested, 0.32% active; AID 504720, 2011; in the data active means activation above about 50%
Target sequence (P0AE70 whole entry, looked up): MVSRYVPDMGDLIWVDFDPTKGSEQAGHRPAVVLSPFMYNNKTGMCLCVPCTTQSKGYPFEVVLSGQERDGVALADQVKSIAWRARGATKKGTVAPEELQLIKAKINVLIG
PriA SSB inh = inhibitors of Klebsiella pneumoniae PriA binding to SSB C-terminal tail, primary screen, biochemical, AlphaScreen. PriA–SSB C-terminal tail interaction (Klebsiella pneumoniae). AlphaScreen SSBct-PriA binding, biotinylated peptide. inhibition, % at 33 µM. 430,000 tested, 0.6% active; in the data active means inhibition mostly above about 37%, no sharp cut-off; inactive means mostly below about 20%;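 further: plate controls were negative control peptide for no effect and reference peptide for full effect; strong numbers were not always called active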
BoNT A protease = BoNT/A light chain protease inhibitors, primary screen, biochemical, flow cytometry, MLPCN library; inhibition, % at 10 µM; multiplex microsphere protease substrate cleavage; 360,000 tested, 0.17% active; Botulinum neurotoxin type A light chain protease (Clostridium botulinum A str. ATCC 3502); further: plate controls were buffer without enzyme for full effect and enzyme alone for no effect
DUSP3 inh = VHR1 phosphatase inhibitors, primary screen, biochemical, absorbance, uHTS; recombinant VHR phosphatase, pNPP absorbance; 290,000 tested, 0.52% active; inhibition, % at 13.3 µM; Dual specificity protein phosphatase 3 (Homo sapiens), P51452; in the data active means inhibition above about 50%; further: some compounds called inactive have numbers as strong as hits
Target sequence (P51452 whole entry, looked up): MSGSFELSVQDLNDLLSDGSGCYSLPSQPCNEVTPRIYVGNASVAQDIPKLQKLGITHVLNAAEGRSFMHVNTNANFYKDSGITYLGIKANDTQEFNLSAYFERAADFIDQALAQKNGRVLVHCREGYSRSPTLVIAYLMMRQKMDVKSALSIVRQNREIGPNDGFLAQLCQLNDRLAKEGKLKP
BoNT-F LC inh = BoNT/F light chain protease inhibitors, primary screen, biochemical, flow cytometry, MLPCN library; 360,000 tested, 0.22% active; Botulinum neurotoxin type F light chain protease (Clostridium botulinum); inhibition, % at 10 µM; Multiplex microsphere protease cleavage assay; in the data active means inhibition above about 35%, passing the limit was not always enough; inconclusive means no clear call, values can overlap the other calls; further: plate controls were buffer without enzyme for full effect and enzyme alone for no effect
Rv3671c protease = Rv3671c serine protease inhibitors, primary screen, biochemical, fluorescence polarization, M. tuberculosis H37Rv. P9WHR9. inhibition, % at 5.96 µM. 320,000 tested, 0.048% active; in the data active means inhibition above about 38%;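 further: extracellular domain of Rv3671c used as enzyme; 0% = enzyme with DMSO and 100% = no enzyme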
Target sequence (P9WHR9 whole entry, looked up, the tested form may be a part): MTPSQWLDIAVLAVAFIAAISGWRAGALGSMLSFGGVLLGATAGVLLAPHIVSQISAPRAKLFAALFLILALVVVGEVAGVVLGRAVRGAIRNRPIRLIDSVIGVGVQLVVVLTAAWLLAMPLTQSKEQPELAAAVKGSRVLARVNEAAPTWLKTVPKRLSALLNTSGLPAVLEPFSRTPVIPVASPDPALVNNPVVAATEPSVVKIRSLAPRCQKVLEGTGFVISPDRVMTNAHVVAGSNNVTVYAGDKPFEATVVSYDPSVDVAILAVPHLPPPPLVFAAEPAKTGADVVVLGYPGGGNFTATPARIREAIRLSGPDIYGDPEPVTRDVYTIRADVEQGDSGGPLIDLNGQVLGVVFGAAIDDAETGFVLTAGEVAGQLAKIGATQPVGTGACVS
Active calls of the source: *; i = inactive; ? = inconclusive; nt = not tested or not shown; & = joins results of further samples. Unless noted, no stated cut-off is given here; in the data, active means inhibition above about 30%; inconclusive means no clear call, values can overlap the other calls; inactive means below that. A portion of the library; rates above refer to the full screens.

SMILES	CCHFV vOTU inh	SARS 3CLpro inh	PrPC surface inh	Anthrax LF prot	MazEF act	PriA SSB inh	BoNT A protease	DUSP3 inh	BoNT-F LC inh	Rv3671c protease
COc1cc(/C=N/Nc2nc(Nc3ccc(C)cc3)nc(-n3nc(C)cc3C)n2)cc(OC)c1OC	-2	3	-3	0	0	i	-0.8	10	2	12
CCOc1ccc(-c2csc3nc[nH]c(=O)c23)cc1	-2	-4	1	0	4	-7	-1.5	20	?	-1
CCOC(=O)c1cc(-c2ccccc2)nc2c1c(C)nn2-c1ccccn1	10	1	-4	-6	12	-14	0.4	10	-15	-3
Cc1cc(O)c(C(C)C)cc1N=Cc1ccccc1O	13	-3	-2	-4	-34	0	-1.1	28	-1	-11
Cc1cccc(OCC(=O)NC2CCCC2)c1	4	2	0	2	15	-11	1.5	12	4	0
Nc1nonc1-n1nnc(C(=O)N/N=C/c2cccc(F)c2)c1CN1CCCC1	-5	nt	2	-7	10	nt	-2.0	nt	-11	-1
CCOC(=O)c1c(C)n(C)c2ccc(OCC(O)CN(CC)CC)cc12 (centres undefined)	3	-7	-12	3	21	-4	-0.4	9	-12	7
COc1ccc(S(=O)(=O)N2CCOCC2)cc1NC(=O)CSc1nc(C)c(C)c(C)n1	-3	nt	-1	1	-1	-6	-0.1	nt	-16	7
COCc1cc(C)nc(SCc2nc3ccccc3c(=O)[nH]2)c1C#N	-4	-4	0	-4	-11	-4	-0.9	16	-2	-1
O=C(NC1=NCCS1)c1ccc2c(c1)C(=O)N(Cc1ccco1)C2=O	-24	0	-2	-8	5	-5	-3.3	-11	-25	-10
CCOc1ccc2nc(NC(=S)NCc3ccccc3)sc2c1	-7	-8	8	0	-3	-12	1.9	6	2	-10
O=C(Nc1ccccc1)C(=O)c1c[nH]c2ccccc12	11	-7	-12	-4	8	-1	-0.7	8	12	-14
Cc1cc(C)cc(NC(=O)c2cc(C)nc3ccccc23)c1	8	-4	-5	-9	7	-5	1.1	59*	-13	-6
COc1ccc(C(=O)N/C(=C\c2cn(C)c3ccccc23)C(=O)OCCN(C)C)cc1	12	2	-1	2	11	1	?	13	?	0
CCOC(=O)/C=C1\SCC(=O)N1CC(=O)Nc1cccc(F)c1	5	4	0	-2	4	-6	-0.2	17	-1	0
NC[C@H](Cc1ccccc1)NCCc1cc(C(F)(F)F)cc(C(F)(F)F)c1	16	nt	-5	-10	8	5	-0.2	nt	-24	0
Cc1cc(NC(=O)CS(=O)(=O)c2cn(Cc3ccc(F)cc3)c3ccccc23)no1	10	5	9	-3	8	6&-4	0.6	-12	-7	-1
CCC1(c2ccccc2)NC(=O)N(CC(=O)Nc2ccccc2C(=O)NC2CC2)C1=O (centres undefined)	-2	nt	-9	?	-1	-16	0.5	nt	6	6
O=C(CCn1c(=O)oc2ccccc21)N1CCC2(CC1)OCCO2	-1	2	6	-4	8	-6	-0.6	4	-12	1
CC(=O)Nc1ccc(NC(=O)COC(=O)c2c(-c3ccccc3)noc2C)cc1	-6	nt	4	-2	0	-11	-0.3	nt	-10	4

Reprinted at random: three entries already listed
SMILES	CCHFV vOTU inh	SARS 3CLpro inh	PrPC surface inh	Anthrax LF prot	MazEF act	PriA SSB inh	BoNT A protease	DUSP3 inh	BoNT-F LC inh	Rv3671c protease
O=C(CCn1c(=O)oc2ccccc21)N1CCC2(CC1)OCCO2	-1	2	6	-4	8	-6	-0.6	4	-12	1
CCC1(c2ccccc2)NC(=O)N(CC(=O)Nc2ccccc2C(=O)NC2CC2)C1=O (centres undefined)	-2	nt	-9	?	-1	-16	0.5	nt	6	6
O=C(Nc1ccccc1)C(=O)c1c[nH]c2ccccc12	11	-7	-12	-4	8	-1	-0.7	8	12	-14

Remaining list, next part.
SMILES	CCHFV vOTU inh	SARS 3CLpro inh	PrPC surface inh	Anthrax LF prot	MazEF act	PriA SSB inh	BoNT A protease	DUSP3 inh	BoNT-F LC inh	Rv3671c protease
CCOc1ccc(CN2CCNC(=O)C2CC(=O)NCCCC2CCCC2)cc1 (centres undefined)	4	3	-2	4	0	-3	-0.3	19	-6	2
CCN(CC)c1ncc(C)c(=O)[nH]1	-1	-1	-3	-2	6	2	0.2	-2	6	-7
COc1ccc(C(C(=O)NCC2CCCO2)N(C(=O)CNC(=O)c2ccco2)c2ccc(C)c(C)c2)cc1OC (centres undefined)	5	-2	-2	5	5	-11	0.6	18	8	6
N#Cc1c(NC(=O)CSC2=NCCS2)sc2c1CCCC2	-3	1	2	-1	-7	-8	0.0	3	-3	13
C=C(C)CSc1nc(N)c2c3c(sc2n1)CCC3	nt	1	nt	-2	3	1	0.1	12	0	-2
Nc1ccn([C@@H]2O[C@H](C(=O)NCCCN3CCCC3=O)[C@@H](O)[C@H]2O)c(=O)n1	9	nt	-1	-7	nt	nt	0.4	nt	5	nt
COc1ccc(C(=O)C[n+]2cc(-c3ccc(OC)cc3)n3c2CCCC3)cc1	8&-5	4&-2	5&-3	-2&-2	29&7	-1	0.9&1.0	42&16	3&0	-5&-6
Clc1ccc(-n2ncc3c(NCc4ccco4)ncnc32)cc1	-1	-1	17	-12	0	-2	-0.5	-5	4	0
CCOC(=O)c1[nH]c(C)c(C(=O)N(C)C)c1C	7	0	1	-3	12	-9	0.5	-6	-1	9
Cc1ccc(-c2ccnc3cc(C)nn23)cc1	8	-1	-7	-3	14	-2	-1.5	nt	20	6
CCCCCCCCCCCNC(=O)c1ccoc1C	-33	-4	-4	3	-13	-9	-1.8	36	-29	-6
COc1ccc(CNC(=O)COC(=O)CCN2C(=O)C3CC=CCC3C2=O)cc1OC (centres undefined)	8	nt	0	-7	0	1	-1.3	nt	3	-9
CCOC(=O)c1cc(-c2ccc(F)cc2)n(CC(=O)NCc2cccnc2)c1C	-2	1	-3	1	-1	0	-0.1	22	-1	-3
COc1ccc(NC(=O)Nc2c(C)n(C)n(-c3ccccc3)c2=O)cc1	-4	1	-3	6	8	-1	-1.0	2	-11	-5
O=C(CCN1C(=O)/C(=C\c2ccccc2)SC1=S)NNC(=O)c1cccnc1	-11	4	-8	-2	4	9	-0.1	-4	-6	-5
CC1=C(C(=O)OCCc2ccccc2)C(c2ccsc2)NC(=O)N1C (centres undefined)	0	3	6	-1	4	-6	0.2	-17	-2	2
COc1ccccc1/C=C/C(=O)OCC(=O)Nc1nnc(-c2ccccc2)o1	11	nt	3	3	-1	21	-0.4	nt	-10	nt
COC(=O)c1c(C)cc(C)n2c1nc1ccccc12	-6	-8	-12	-1	-6	-16	-1.0	-4	-21	4
O=C(Nc1cccc(F)c1)N1CCN(C(=O)c2ccco2)CC1	4	6	-6	0	4	7	-0.2	5	-3	3
O=C1C=C(NCC2CCCO2)C2(CCCCC2)O1 (centres undefined)	-4	-2	16	-3	-4	-26	2.5	-1	2	6
CCOC(=O)C1(CCOC)CCN(C(=O)c2ccc(CSC)o2)CC1	13	0	-1	0	-2	2	-0.2	-2	7	0
O=C(Nc1ccccn1)C1CCN(S(=O)(=O)c2ccccc2)CC1	-7	nt	-1	-4	1	-3	0.6	nt	-5	-2
CCOc1ccc(-c2ccc(NS(=O)(=O)c3ccc([N+](=O)[O-])cc3)cc2)nn1	17	-1	-8	2	-20	6	0.6	7	-1	-2
CCOc1ccc(NC(=S)N(CCOC)C(C)c2cccnc2)cc1 (centres undefined)	-4	2	8	-7	-3	-8	0.1	-6	-5	3
CCC1C(=O)N=C(SCC(=O)Nc2ccc(S(N)(=O)=O)cc2)NC1=O (centres undefined)	-7	-4	1	-2	-25	-15	0.2	-3	-1	-18
COc1ccc2ccccc2c1C(=O)/C=C\c1ccoc1	10	-2	3	0	3	15	1.3	15	-3	-1
Cc1ccc(C(=O)C2OC(=O)C(C)(C)C(=O)C2(C)C)cc1 (centres undefined)	22	6	8	-1	5	-13	-0.1	17	4	-2
O=C(NCc1ccccc1)C(c1ccccc1F)N(C(=O)c1csnn1)C1CCCC1 (centres undefined)	2	-1	1	6	8	-23	-1.3	12	3	-13
Cc1ccc(S(=O)(=O)N(C)C)cc1NC(=O)c1ccccc1SCC(=O)N1CCCC1	1	nt	-6	-1	6	-15	-2.5	nt	1	-1
CCCn1c(=S)[nH]c2cc(C(=O)N3CCN(c4ccc(F)cc4)CC3)ccc2c1=O	-11	nt	-5	-11	14	nt	-0.6	nt	-5	nt
COCCCNC(=O)/C(C#N)=C/c1cccc(NC(=O)c2ccccc2Cl)c1	-11	2	-1	-1	-2	-10	-0.1	42	-9	-6
Cc1cc2c3c(ccc(C)c3n1)N=CN2c1ccccc1	-19	1	-14	2	12	-3	0.2	19	-8	6
CC(=O)OCC1CC(COC(C)=O)C(COC(C)=O)CC1COC(C)=O (centres undefined)	11	nt	-1	2	1	-23	0.1	nt	3	nt
CSCC[C@H](NC(=O)[C@@H]1CSC2c3ccccc3C(=O)N21)C(=O)NCc1ccco1 (some centres undefined)	29	0	0	-5	11	-1	-2.5	12	-8	-18
CCOc1ccccc1/C=C/C(=O)c1ccc(Cl)cc1	-6	-2	-4	-1	-2	-9	-0.2	-5	-4	-5
O=C(Nc1ccc(OCc2ccccc2)cc1)Nc1nnc([C@H]2C[C@H](O)[C@@H](CO)O2)s1	-21	nt	6	0	nt	nt	-0.3	nt	-3	nt
Cc1[nH]nc(N=Cc2c(O)n(C)c(=O)n(C)c2=O)c1-c1ccccc1	nt	nt	nt	nt	7	-5	nt	-4	nt	4
CCOc1ccc(C(=O)C(C)OC(=O)c2nc(Cl)ccc2Cl)cc1 (centres undefined)	18	nt	-1	nt	-10	-7	nt	nt	nt	-4
O=C(C(Sc1ccccc1)c1ccccc1)N1CCN(c2ccccc2)CC1 (centres undefined)	9	1	14	-2	-9	-9	-0.7	-10	-8	7
CCOC(=O)C1=NOC(CNC(=O)c2ccccc2Cl)C1 (centres undefined)	-4	3	-2	-8	-6	-4	-2.2	12	-4	-1
COC(=O)c1c(C)[nH]c(C)c1C(=O)c1ccccc1Cc1ccccc1	2	nt	12	-6	5	20	-0.6	nt	3	2
COc1cc(-c2nc(C(=O)NCC3CCCO3)cc3c2[nH]c2ccccc23)cc(OC)c1OC (centres undefined)	-9	-4	-1	-1	2	-3	0.0	4	-17	-32
COCCNC(=O)c1ccc2c(c1)nc(C)n2-c1cccc(Cl)c1	2	2	-7	-16	-4	-5	-1.4	10	6	2
CCc1ccc(NC(=O)CSc2nnc(Cn3c(=O)sc4ccccc43)n2C)cc1	11	0	10	-4	2	1	-0.7	26	-5	-4
CCOC(=O)C1(Cc2cccc(OC)c2)CCN(Cc2ccccc2OC)CC1	-3	7	16	-3	-2	-12	-2.2	26	-12	-1
C[C@H]1CN([C@@H](C)CO)C(=O)CCCn2cc(nn2)CO[C@@H]1CN(C)S(=O)(=O)c1ccc(-c2ccccc2)cc1	-4	nt	10	-6	2	nt	0.1	nt	-5	nt
C#CCN(C(=O)CC1C(=O)NCCN1C/C=C/c1ccccc1)C1CCCCC1 (centres undefined)	-7	3	1	1	-4	-5	0.8	12	1	3
Cc1cc(C(=O)OC(C)C(=O)NC2CCCCC2C)c2ccccc2n1 (centres undefined)	6	nt	8	-7	-5	nt	-0.3	nt	-3	nt
O=C(NCc1cccnc1)c1ccc(-c2ccc(F)c(F)c2)c2ccoc12	-2	nt	19	-3	nt	nt	-0.2	nt	4	nt

Bioassay records as filed in PubChem.
